iPSC survival up – enhancers of human iPSC single-cell survival. survival enhancement, % at 20 µM. hiPSC single-cell survival, ATPlite luminescence; 100% = ROCK inhibitor wells, 0% = DMSO. 0.044% of 360,000 active. AID 602274; in the data active means survival enhancement above about 18%;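 further: cells exposed to compounds for 16 hours before the ATP read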
Peg3 promoter – Peg3 promoter activity inhibition. inhibition, % at 20 µM. AID 588405. HeLa PEG-Prom luciferase reporter, luminescence, overnight. 1.7% of 360,000 active;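 active means inhibition of at least 50% at 20 µM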
NR2E3 ag-1 – activates human NR2E3 receptor; Q9Y5X4; CHO-S Gal4-NCOR/VP16-NR2E3 two-hybrid, luciferase; inhibition of corepressor binding, % at 3.98 µM; 0.35% of 360,000 active; AID 602229;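 active means inhibition above the mean of all tested compounds plus 3 SD, cut at about 70% in these data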;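 further: 0% = DMSO with NR2E3 transfected cells and 100% = cells lacking NR2E3 construct; higher means lower luciferase signal from less NR2E3 corepressor binding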
Target sequence (Q9Y5X4 whole entry, looked up, the tested form may be a part): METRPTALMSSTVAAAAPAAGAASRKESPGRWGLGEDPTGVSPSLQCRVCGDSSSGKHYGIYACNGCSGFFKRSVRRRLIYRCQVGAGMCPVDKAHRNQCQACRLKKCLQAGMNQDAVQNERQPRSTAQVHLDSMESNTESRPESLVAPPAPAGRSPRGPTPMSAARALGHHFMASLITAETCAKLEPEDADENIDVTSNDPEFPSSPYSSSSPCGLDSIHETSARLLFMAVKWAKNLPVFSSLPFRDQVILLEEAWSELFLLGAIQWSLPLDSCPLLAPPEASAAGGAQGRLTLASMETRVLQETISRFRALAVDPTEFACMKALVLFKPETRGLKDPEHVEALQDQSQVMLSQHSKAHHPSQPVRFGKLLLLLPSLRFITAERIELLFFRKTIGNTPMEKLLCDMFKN
MITF TRPM1 inh – MITF TRPM1 promoter inhibition in SK-MEL-5 cells; inhibition, % at 12.5 µM; SK-MEL-5 TRPM1 promoter luciferase, 24 h; 0.83% of 330,000 active;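 active means mean inhibition across replicates of 60% or more, whatever share of single replicates reaches that level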; further: values of inactives mirror those of a sister screen read the other way
CF NFkB inh – cystic fibrosis NF-kB activation inhibition; AID 588850; 0.86% of 360,000 active; KKLEB NF-kB-GFP reporter, PAF-induced, GFP fluorescence overnight; inhibition, % at 5 µM;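 active means at least 50% inhibition at 5 µM, scaled per plate between neutral and stimulator controls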;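 further: PAF is a Pseudomonas aeruginosa culture filtrate used as stimulus; plate controls were PAF-stimulated DMSO wells for no effect and unstimulated DMSO wells for full effect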
C8 TRAIL sens – caspase-8 TRAIL sensitization. inhibition (viability loss, TRAIL sensitization), % at 10 µM. 1% of 360,000 active. NB7+C8 cells + TRAIL, ATPlite viability luminescence;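 active means compounds causing at least 50% loss of cell viability in the single-dose screen, relative to plate controls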
KKLEB tox – reduces viability of KKLEB cystic fibrosis airway cells; KKLEB CF airway cells viability, ATPlite luminescence, overnight; active compounds read low; cells stimulated with P. aeruginosa culture filtrate; activity change (cytotoxicity), % at 5 µM; 0.36% of 360,000 active; AID 602141;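 active means corrected activity change at or below -50% at 5 µM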
NR2E3 ag-2 – activates human photoreceptor nuclear receptor NR2E3 | Q9Y5X4 | GST-NR2E3/biotin-RetCOR TR-FRET, 1536-well | inhibition of corepressor binding, % at 4.78 µM | 0.12% of 320,000 active | AID 2300;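 active means percent inhibition above the cutoff of mean plus 3 SD of all tested compounds, set per screening campaign, cut at about 20% in these data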;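 further: 0% = DMSO wells and 100% = biotin wells as full block of FRET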
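Test system: GST-NR2E3 and biotin-RetCOR proteins | Quantity: 1.35 nM GST-tagged NR2E3 final | Medium: Tris pH 7.5 | Also added: 7 nM biotin-RetCOR | Dosing: Compound at 4.8 µM, single dose | Timing: 5 h at 4 °C | Detection: Time-resolved FRET | Read-out basis: Percent inhibition | Benchmarks: Biotin wells as high control, 0.6% DMSO wells as low control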
HIF-2a block – inhibitors of HIF-2a. AID 624352. 786-0 RCC cells HIF-2a reporter, luciferase luminescence, overnight. inhibition, % at 18.8 µM. 0.72% of 360,000 active;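 active means inhibition of the luminescence signal of 40% or more relative to plate controls, in a single-dose primary screen at 18.75 µM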
Shn3 3UTR inh – reduces Shn3 3'UTR luciferase signal in osteoblasts. 0.52% of 360,000 active. Clone20 osteoblast Shn3 3'UTR firefly luciferase, 24 h. inhibition, % at 12.5 µM;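 active means mean inhibition of at least 75% with every replicate also reaching 75%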;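 further: 0% = median of neutral control wells and 100% = pilot-screen positive control compound; some compounds past the cut are filed as inactive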
EBV LMP1 NFkB – inhibitors of Epstein-Barr LMP1-induced NF-kappaB reporter; LMP1-induced NF-kappaB luciferase reporter cells, luminescence; 0.69% of 350,000 active; AID 504558; inhibition, % at 12.5 µM; in the data active means inhibition above about 41%;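 further: 0% = neutral control wells and 100% = reference inhibitor control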
The depositor's hits bear a star; . = no result given. A portion of the library, so the mix of outcomes need not match the whole.

SMILES	iPSC survival up	Peg3 promoter	NR2E3 ag-1	MITF TRPM1 inh	CF NFkB inh	C8 TRAIL sens	KKLEB tox	NR2E3 ag-2	HIF-2a block	Shn3 3UTR inh	EBV LMP1 NFkB
COc1ccc(C2(C(=O)Nc3c(C)n(C)n(-c4ccccc4)c3=O)CCCC2)cc1OC	0.0	5	17	8	-10	-5	-3	0	0	8	-3
COc1ccc(-c2csc(NC(C)=O)n2)cc1OC	0.5	-15	-16	-22	-1	-9	-12	-1	-39	6	-7
Cc1cccc(C(=O)N/C(=C\c2ccco2)C(=O)N2CCCCCC2)c1	0.7	-19	-11	-16	-30	-13	-7	-2	1	-14	-3
CN(CCOc1ccc(Cl)cc1)C(=O)c1cccc(S(=O)(=O)N2CCN(c3ccccc3)CC2)c1	-3.0	16	85*	53	13	27	-1	.	20	49	18
CCOC(=O)c1csc(N/N=C2\CCc3ccccc32)n1	-1.0	-102	-13	-10	31	-6	2	2	-199	-19	-11
Cc1nnc(SCC(=O)Nc2ccc3c4c(cccc24)CC3)n1C	-1.4	1	0	11	-3	-8	8	1	1	6	-2
COc1ccc(/C=N/NC(=O)CCCCCNC(=O)c2ccccc2)cc1	0.5	2	-13	-14	-10	-2	-12	-1	15	23	4
CC12CCC(=O)N1C(C(=O)Nc1nc(-c3ccc(F)c(F)c3)cs1)CS2 (configuration not stated)	-0.5	-11	-26	4	22	6	-4	6	-18	-52	-1
CC(C)CC(=O)Nc1nnc(S(=O)(=O)N2CCCCCC2)s1	-0.4	10	11	-9	5	0	1	1	-5	6	0
COc1cc(-c2nnc(SCC3(c4ccc(Br)cc4)OCCO3)o2)cc(OC)c1OC	0.3	5	-12	2	9	-1	-8	2	-3	30	-19

Structures listed so far that bear a hit mark in NR2E3 ag-1:
Molecule | Peg3 promoter | NR2E3 ag-1 | MITF TRPM1 inh | CF NFkB inh | NR2E3 ag-2 | HIF-2a block | Shn3 3UTR inh | EBV LMP1 NFkB
CN(CCOc1ccc(Cl)cc1)C(=O)c1cccc(S(=O)(=O)N2CCN(c3ccccc3)CC2)c1 | 16 | 85* | 53 | 13 | . | 20 | 49 | 18

Among those listed so far, 2 contain an aryl thioether with sulfur outside any ring:
SMILES	iPSC survival up	Peg3 promoter	NR2E3 ag-1	MITF TRPM1 inh	CF NFkB inh	C8 TRAIL sens	KKLEB tox	NR2E3 ag-2	HIF-2a block	Shn3 3UTR inh	EBV LMP1 NFkB
Cc1nnc(SCC(=O)Nc2ccc3c4c(cccc24)CC3)n1C	-1.4	1	0	11	-3	-8	8	1	1	6	-2
COc1cc(-c2nnc(SCC3(c4ccc(Br)cc4)OCCO3)o2)cc(OC)c1OC	0.3	5	-12	2	9	-1	-8	2	-3	30	-19

Additional compounds follow:
SMILES	iPSC survival up	Peg3 promoter	NR2E3 ag-1	MITF TRPM1 inh	CF NFkB inh	C8 TRAIL sens	KKLEB tox	NR2E3 ag-2	HIF-2a block	Shn3 3UTR inh	EBV LMP1 NFkB
CC(=O)N/C(=C\c1ccccc1)C(=O)OCc1ccccc1	-0.5	1	-13	12	30	-17	-27	-2	-2	-11	0
CCCN1CCN(C2CCCCC2NS(=O)(=O)c2ccccc2)CC1 (configuration not stated)	-0.5	3	-4	-26	-3	1	-15	0	6	-10	-4
CC(C)(C)OC(=O)CC[C@@H](C(=O)N1CCN(C(=O)OC(C)(C)C)CC1)n1cc(C(CO)NC(=O)OC(C)(C)C)nn1 (some centres not stated)	2.6	8	1	0	7	-1	3	-2	0	-1	3
CCNc1ccc(C(=O)OCC(=O)N(Cc2ccccc2)C(C)(C)C)cc1[N+](=O)[O-]	-0.4	27	-7	-3	7	-3	-5	3	29	32	8
C[C@H](NC(=O)c1ccco1)C(=O)Nc1ccc(S(=O)(=O)N2CCCC2)cc1	3.3	4	12	1	8	10	-7	3	9	3	-2
CN1CCN(S(=O)(=O)c2ccc(NC(=O)C3CCCCC3)cc2)CC1	0.5	-16	-19	-1	-5	13	-4	-2	8	19	6
O=C(Cc1sc(-c2ccccc2Cl)nc1-c1ccccc1)Nc1ccccc1	7.4	16	2	-3	16	-9	-15	1	22	9	-25
Cc1ccc(S(=O)(=O)Cn2nnnc2CN2CCOCC2)cc1	-0.6	-1	-18	10	-15	-9	4	-1	2	-39	-6
N#C/C(=C\c1ccc(Sc2ccc(Cl)cc2)o1)c1nc2ccccc2[nH]1	1.1	-39	-56	-8	17	5	7	1	-83	1	-15
COC(=O)CCC(=O)NC1CC(C)(C)Cc2c1cnn2-c1ccccc1 (configuration not stated)	0.7	9	-3	0	-3	0	0	.	4	0	5

Copied from the listing (3 entries):
SMILES	iPSC survival up	Peg3 promoter	NR2E3 ag-1	MITF TRPM1 inh	CF NFkB inh	C8 TRAIL sens	KKLEB tox	NR2E3 ag-2	HIF-2a block	Shn3 3UTR inh	EBV LMP1 NFkB
O=C(Cc1sc(-c2ccccc2Cl)nc1-c1ccccc1)Nc1ccccc1	7.4	16	2	-3	16	-9	-15	1	22	9	-25
Cc1ccc(S(=O)(=O)Cn2nnnc2CN2CCOCC2)cc1	-0.6	-1	-18	10	-15	-9	4	-1	2	-39	-6
N#C/C(=C\c1ccc(Sc2ccc(Cl)cc2)o1)c1nc2ccccc2[nH]1	1.1	-39	-56	-8	17	5	7	1	-83	1	-15

Additional structures:
SMILES	iPSC survival up	Peg3 promoter	NR2E3 ag-1	MITF TRPM1 inh	CF NFkB inh	C8 TRAIL sens	KKLEB tox	NR2E3 ag-2	HIF-2a block	Shn3 3UTR inh	EBV LMP1 NFkB
O=C(Cc1ccccc1)NN1C(=O)C2C3C=CC(C3)C2C1=O (configuration not stated)	4.6	10	-22	2	-4	2	11	4	2	-16	11
O=C(O)c1ccc2c(c1)ncn2C1CCCCC1	-0.5	3	2	6	-4	-14	-6	1	5	-18	4
Cc1ccc2c(c1)C=CC(C#N)N2C(=O)c1ccccc1 (configuration not stated)	-4.3	-49	-68	18	14	-31	-15	1	1	5	-3
O=C(CSc1nnc(NC(=O)c2cccc(Cl)c2)s1)NCC1CCCO1 (configuration not stated)	-0.3	-46	-17	-15	4	4	-12	1	-62	-23	-4
COc1ccc(Nc2nc(Cl)c(C=O)s2)cc1	-0.6	-82	-5	3	-9	-13	0	4	-5	-3	7
CCOC(=O)C1CCCN(S(=O)(=O)c2cn(C)c(=O)n(C)c2=O)C1 (configuration not stated)	-0.7	2	-7	-7	10	-8	-25	-1	8	3	1
Cc1c(=O)n(OCc2ccccc2F)c2ccccc2[n+]1[O-]	-2.8	6	-20	17	-49	0	9	1	9	8	-2
Cc1ccc(OCCNS(=O)(=O)c2ccc(N3CCCC3=O)cc2)cc1C	-0.2	4	93*	13	11	-14	-9	6	-16	64	5
O=S(=O)(c1cccc2nonc12)N1CCN(c2cccc(Cl)c2)CC1	-2.9	0	-30	-2	14	-4	-5	-1	18	-7	-5
CC(C)CN(C(=O)COC(=O)CNC(=O)c1ccccc1F)c1c(N)n(Cc2ccccc2)c(=O)[nH]c1=O	-0.6	9	3	1	-26	-4	18	0	-2	-2	3
Nc1c(C(=O)OCC(=O)Nc2ccc(OC(F)F)cc2)[nH]c(=O)[nH]c1=O	-0.4	0	0	-8	21	-3	8	3	-4	-8	4
Cc1cc(/C=N/Nc2ccc([N+](=O)[O-])cn2)c(C)n1-c1ccccc1	-1.9	-194	-39	-79	-10	-7	-10	-1	-43	-16	-8
O=[N+]([O-])c1ccc(NCCNc2ccc([N+](=O)[O-])cc2)cc1	-1.8	0	17	-6	-9	16	-1	.	13	9	6
Cn1c(CN2CCOCC2)nnc1SCC(=O)Nc1cccc(C(F)(F)F)c1	-0.3	20	-26	-11	5	-15	1	2	11	-4	-10
CCC(C)[C@H]1CN=C(N)N1CCc1cccc(F)c1 (some centres not stated)	2.0	16	-27	-5	-4	12	16	5	14	17	2
CCCOP(=O)(OCCC)C(Nc1ccc(C(C)C)cc1)c1ccc([N+](=O)[O-])cc1 (configuration not stated)	-1.6	27	-25	4	6	9	-19	0	-19	26	2
Cc1ccc(/C=C(\C#N)C(=O)NC(C)C)o1	0.0	-36	11	-6	6	-41	0	1	-33	-2	-1
O=C(c1ccccc1)N1CCSC1=S	1.0	-4	-22	-2	1	6	1	1	1	-1	27
N/C(=N\OC(=O)C1CCCCC1)c1cccnc1	4.8	-21	-12	-22	15	-7	-10	2	-43	-39	-16
COc1cc2c(C(=O)NCCN(C)C)cn(CC(C)C)c(=O)c2cc1OC	-0.2	9	13	14	7	-27	-7	-1	8	-17	-5
Cn1nc(C(=O)N2CCN(S(=O)(=O)/C=C/c3ccccc3)CC2)c2ccccc2c1=O	-1.2	8	5	4	18	-2	-5	-1	9	11	-2
Cc1ccc(N(CC(=O)NCc2ccc3c(c2)OCO3)S(C)(=O)=O)cc1	4.0	-27	-24	-3	-10	-16	14	0	-46	-11	-6
Cc1ccc(C(=O)Nc2cccc(C(=O)NCc3ccccc3)c2)cc1	-0.3	-50	9	-6	2	15	6	-1	-97	-6	-20
COCCn1c(SCC(=O)Nc2nc(C)c(Cl)cc2Cl)nc2ccccc21	-1.9	15	-6	16	4	5	-6	1	16	13	4
CCOC(=O)c1ccc(S(=O)(=O)N2CCC(C(=O)O)CC2)cc1	2.6	7	32	-5	-4	0	13	-1	19	-19	-2
COc1ccc(-c2csc(NC(=O)C3CC(=O)N(Cc4ccccc4)C3)n2)cc1OC (configuration not stated)	-0.5	31	19	14	3	-42	-1	-1	4	17	8
COc1ccccc1Nc1ccc(NS(=O)(=O)c2ccc(C(C)=O)cc2)cc1	0.1	-10	-6	3	-19	4	-13	-1	-30	17	4
c1ccc(CCNc2ncnc3nc[nH]c23)cc1	-2.4	-139	-55	-67	16	-2	13	1	-132	5	4
ClCc1csc(-c2ccccc2Cl)n1	-0.7	13	-36	-7	15	2	-7	0	-12	20	15
COc1ccc(-c2csc(C(NC(C)=O)c3cccc(F)c3)n2)cc1 (configuration not stated)	0.7	1	-4	.	-33	1	3	.	-43	6	.
CCCCCCSc1ccc([C@H]2N[C@@](C)(C(=O)OC)[C@H]3C(=O)N(C)C(=O)[C@@H]23)cc1	-0.8	16	27	-2	24	10	-27	2	6	76	2
Cc1ccc(/C=C/c2onc(C)c2S(=O)(=O)N2CCC(C(=O)N3CCN(C)CC3)CC2)cc1	-0.3	10	20	-5	0	7	-9	0	10	20	2
